# Assay outcomes (PubChem BioAssay)
# PV pol inh: inhibitors of poliovirus RNA polymerase binding and polymerization | P03300 | poliovirus polymerase elongation, fluorescence polarization; hits give low values | % elongation, % (compound at 16.7 µg/mL) | 150,000 compounds, 0.66% hits; in the data active = % elongation below about 90%; note: some results filed as inactive read as strong as hits
# Target sequence (P03300 1749-2209 limits assumed): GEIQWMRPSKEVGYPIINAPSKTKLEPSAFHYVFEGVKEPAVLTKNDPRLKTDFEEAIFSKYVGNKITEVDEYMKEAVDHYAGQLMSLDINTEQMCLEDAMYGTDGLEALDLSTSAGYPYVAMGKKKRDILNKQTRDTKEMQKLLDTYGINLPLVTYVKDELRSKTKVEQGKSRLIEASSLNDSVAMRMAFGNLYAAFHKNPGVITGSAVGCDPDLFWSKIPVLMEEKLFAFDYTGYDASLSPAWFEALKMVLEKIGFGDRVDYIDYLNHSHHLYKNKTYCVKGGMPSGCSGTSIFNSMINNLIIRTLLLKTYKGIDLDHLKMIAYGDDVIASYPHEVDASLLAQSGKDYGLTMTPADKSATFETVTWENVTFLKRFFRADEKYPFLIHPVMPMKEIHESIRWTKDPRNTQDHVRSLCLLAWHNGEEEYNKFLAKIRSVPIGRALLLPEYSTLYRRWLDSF
# PV pol inh FP z-score: further read-out of PV pol inh, marked with its call; z-score; measured here: FP z-score; hits read low
# Active calls of the source: *; & = joins results of further samples. Some of the compounds tested; the hit share may differ from the screen's.
SMILES,PV pol inh,PV pol inh FP z-score
CCc1ccc(NC(=O)Cn2nnc(C(=O)NCCc3ccccc3)c2N)cc1,114,1.4
Cc1ccc2c(cnn2C(=O)CCC(=O)N2CCCCC2C)c1 (stereo not drawn),106,1.6
O=C(Cc1coc2ccc3ccccc3c12)Oc1ccc(-c2nnco2)cc1,104,0.1
O=C(c1cnn(-c2ccccc2)n1)N1CCCN(S(=O)(=O)c2ccc(F)cc2)CC1,100,0
O=C(CSc1ncc(C(F)(F)F)cc1Cl)NCCCN1CCCC1=O,104,0.2
CC(C)CCn1c(Br)nc2c1c(=O)n(Cc1ccccc1)c(=O)n2C,102,0.1
COc1cccc(NC(=O)c2cnc(SCC(=O)N3CCCc4ccccc43)n(C)c2=O)c1,103,-0.9
CN(C(=O)COC(=O)c1cccs1)c1ccccc1,105,0.3
C=CCNC(=S)NNc1nccc(-c2cccnc2)n1,100,-0.3
O=C(Cn1c2ncccc2c(=O)n1-c1ccccc1)Nc1ccc(Cl)cc1C(F)(F)F,108,0.1
CCN(C(=O)CCS(=O)(=O)c1cc2[nH]c(=O)c(=O)[nH]c2cc1C)c1ccccc1,99,-1.2
NC(N)=N/N=C/C=C/c1ccccc1,102,0.1
CCN(CC)c1nc(N2CCN(C)CC2)nc2ccccc12,99,-1.3
Cc1c(-c2ccccc2OC(=O)c2ccccc2)[nH]c2ccccc12,106,0.4
O=C(O)c1ccccc1OCc1ccccc1,100,-0.3
CCOc1cc(C2CC(=O)Nc3cc4c(cc32)OCCO4)ccc1O (stereo not drawn),108,0.5
CC(NC(=O)c1ccccc1)c1nc(-c2ccccc2)no1 (stereo not drawn),102,0.2
COc1ccc(C(C)C)cc1S(=O)(=O)NCCc1c(C)[nH]c2ccc(C)cc12,105,0.3
CCN1C(=O)/C(=C2/C=Cc3ccccc3N2C)OC1=S,104,0.9
O=S(=O)(c1ccc(Cl)cc1)c1nc(-c2ccccc2)oc1N1CCN(c2ccccc2)CC1,107,0
O=C(NC1CC2CCC(C1)N2C(=O)NC1CCCCC1)NC12CC3CC(CC(C3)C1)C2 (stereo not drawn),102,0.1
COc1cccc(NC(=O)Cn2nnc(C(=O)NCc3ccc4c(c3)OCO4)c2N)c1,107,0.2
COC(=O)c1cc(S(=O)(=O)C(C)C)c(S(C)(=O)=O)s1,100,-0.7
COc1ccc(CNc2ccc(NC(=O)c3ccco3)c(C)c2)cc1,100,-0.7
Cc1cc(C)nc(SCCS(=O)(=O)Cc2ccccc2)n1,104,0.4

# Some of these compounds in order of length of the SMILES, descending:
SMILES,PV pol inh,PV pol inh FP z-score
COc1ccc(C(C)C)cc1S(=O)(=O)NCCc1c(C)[nH]c2ccc(C)cc12,105,0.3
CC(C)CCn1c(Br)nc2c1c(=O)n(Cc1ccccc1)c(=O)n2C,102,0.1
Cc1cc(C)nc(SCCS(=O)(=O)Cc2ccccc2)n1,104,0.4
CN(C(=O)COC(=O)c1cccs1)c1ccccc1,105,0.3
NC(N)=N/N=C/C=C/c1ccccc1,102,0.1

# Complete entries from above. Values in the order: PV pol inh | PV pol inh FP z-score
# Shown for `COc1cccc(NC(=O)c2cnc(SCC(=O)N3CCCc4ccccc43)n(C)c2=O)c1` → 103 | -0.9
# Shown for `CCN1C(=O)/C(=C2/C=Cc3ccccc3N2C)OC1=S` → 104 | 0.9
# Shown for `Cc1cc(C)nc(SCCS(=O)(=O)Cc2ccccc2)n1` → 104 | 0.4
# Shown for `CN(C(=O)COC(=O)c1cccs1)c1ccccc1` → 105 | 0.3
# Shown for `COc1ccc(CNc2ccc(NC(=O)c3ccco3)c(C)c2)cc1` → 100 | -0.7

# More results:
SMILES,PV pol inh,PV pol inh FP z-score
CCC1CN(C(=O)Nc2cc(C)cc(C)c2)c2ccccc2O1 (stereo not drawn),107,0.1
CC(=O)N1C(=O)N(C)C2C1N(C(C)=O)C(=O)N2C (stereo not drawn),102,0
N#Cc1ccccc1OCCCCSc1ncccn1,101,0.2
COc1cccc(NC(=O)C(=O)NCC(c2ccc3c(c2)OCO3)N2CCOCC2)c1 (stereo not drawn),111,0.8
Cc1cccc(NC(=O)CCCn2nc(C)c3c(C)n(-c4ccccc4)nc3c2=O)c1C,103,-1.1
Cc1[nH]c(SCC(=O)NCCN2CCOCC2)nc1Cc1ccccc1,106,0.8
CCCOC(=O)c1cccc(Nc2nc(CCC)cc(=O)[nH]2)c1,106,-0.3
CSc1ccccc1C(=O)NCC(c1ccco1)N(C)C (stereo not drawn),102,0
COc1ccc(CNC(=O)CN(c2ccc(OC)cc2)S(=O)(=O)c2c(C)[nH]c(=O)[nH]c2=O)cc1,103,-0.7
Nc1nc(N)nc(SCC(=O)N2N=C3/C(=C/c4ccccc4)CCCC3C2c2ccccc2)n1 (stereo not drawn),108,0.7
CCCCn1c(CN2CCN(CC)CC2)nc2c1c(=O)[nH]c(=O)n2C,100,-0.4
COC(=O)c1cc(-c2ccc(OC)c(OC)c2)nc2ccccc12,102,0.1
N#Cc1ccccc1COC(=O)c1ccc2c(c1)OCO2,103,0.1
CC(C)(CO)NC(=O)c1cc(-c2ccccc2F)no1,101,-0.5
CCn1c(C)c(C)c2cc(C(=O)NCCc3ccc(C)cc3)ccc21,111,0.9
COc1ccccc1C(=O)NCc1ccc2[nH]c(C)cc2c1,102,0.6
O=C(CSc1nc2ccccc2c(=O)n1-c1ccccc1)N1CCC1,105,0.2
S=c1[nH]c(=S)c2cnc(N3CCc4ccccc43)nc2[nH]1,96,-1.3
CSc1ncc(Cl)c(C(=O)N2CCN(c3cccc(Cl)c3)CC2)n1,104,0.4
CCC(C)NC(=O)C1CCN(S(=O)(=O)c2ccc3nc(-c4ccccc4)[nH]c3c2)CC1 (stereo not drawn),100,-0.8
O=C1CCCC2=C1C(c1ccco1)c1c([nH]n(-c3ccccc3)c1=O)N2 (stereo not drawn),100,-0.1
O=C(Nc1ccc2oc(-c3cccnc3)nc2c1)c1ccc(-c2ccc(Cl)cc2)o1,106,0.4
Cc1cccc(C)c1Nc1c(CN2C(=O)c3ccccc3C2=O)nc2ccc(Br)cn12,103,0.9
CC(C)c1ccc(N2CC(O)=C(c3nc4ccccc4n3C)C2=N)cc1,101,0
Cc1cc(C)nc(Nc2n[nH]c(-c3ccccc3C)n2)n1,99,-0.4

# Another view of part of the listing above:
structure: N#Cc1ccccc1OCCCCSc1ncccn1
  PV pol inh: 101	PV pol inh FP z-score: 0.2

structure: COc1cccc(NC(=O)C(=O)NCC(c2ccc3c(c2)OCO3)N2CCOCC2)c1 (stereo not drawn)
  PV pol inh: 111	PV pol inh FP z-score: 0.8

# (further entries)
SMILES,PV pol inh,PV pol inh FP z-score
NNC(=O)C1CC2CC1CC2C(=O)NN (stereo not drawn),111,0.9
COc1ccc(S(=O)(=O)NCCc2cn3cccc(C)c3n2)cc1OC,102,0.1
Cc1c(NS(=O)(=O)c2cccc(C(=O)O)c2)c(=O)n(-c2ccccc2)n1C,105,0.1
CC1CCN(C(=O)COC(=O)COc2ccc(Cl)cc2)CC1,103,0.6
CCNC(=O)C1CCCN1C(=O)OCC(C)C (stereo not drawn),102,0.1
Cc1nc(N=C(N)N)nc2cc3c(cc12)OCO3,98,-1.1
COc1ccc(S(=O)(=O)N(C(=O)C(C)C)c2ccc3oc(=O)sc3c2)cc1,101,0.2
COc1ccc(-n2nnc3c(=O)n(Cc4cccc(C(F)(F)F)c4)cnc32)cc1,103,0.5
Cc1cc(Nc2cccc(Cl)c2)nc2ccc(NC(=O)c3cccnc3)cc12,107,0.3
CCNc1nc(-c2ccc(OC)cc2OC)cs1,102,-0.1
CCN1CCN(c2csc3ccc(Cl)cc3c2=O)CC1,114,1.8
COc1ccc(-n2ncc3c(=O)n(CC(=O)NC(C)C)cnc32)cc1,100,-0.9
CCCCNC(=O)CSc1nc2cc3c(cc2c(=O)n1Cc1ccc(C(=O)NCCc2ccc(OC)c(OC)c2)cc1)OCO3,109,0.6
CC1CCCN(CC(=O)O)C1 (stereo not drawn),102,0
CCCCN(C)S(=O)(=O)c1cc2c3c(c1)CCC(=O)N3CCC2,103,0.4
CCOC(=O)C1CCN(Cc2ccccc2)CC1,99,-0.1
Cc1ccc(-c2nnc(Nc3ccc(Br)cc3)c3ccccc23)cc1S(=O)(=O)N1CCOCC1,106,0.2
CCCCSc1nc(O)c(CCC(C)C)c(=O)[nH]1,102,0.2
O=C(COCc1cc(-c2ccc(F)cc2)on1)Nc1cccc(Cl)c1Cl,114,1.6
CCN(CC)CCNC(=O)CN1N=C(c2ccc(OC)cc2)CCC1=O,101,-0.8
Fc1cnc(N2CCOCC2)nc1N1CCc2ccccc21,101,-0.1
O=C(COc1ccc(Cl)cc1)Nc1nnc(S(=O)(=O)N2CCc3ccccc32)s1,112,0.9
CCOc1ccc(OCC)c(NC(=O)CCC(=O)N2CCOc3ccccc32)c1,109,0.4
Cc1cc(NC(=O)CCN2C(=O)C3C4C=CC(C4)C3C2=O)c(C)cc1Br (stereo not drawn),100,-0.4
CCc1ccc(CNC(=O)c2ccc3c(c2)ncn3C2CCCC2)cc1,102,0

# Going on with the list:
SMILES,PV pol inh,PV pol inh FP z-score
CC(=O)N1CCN(S(=O)(=O)c2cccc(C(=O)OCc3csc(-c4ccccc4)n3)c2)CC1,104,0.2
O=C(Nc1ccc(F)cc1)c1ccccc1NS(=O)(=O)N1CCCC1,97,-0.7
CC1=C(C(=O)NCc2cccc(F)c2)C2(CCCCC2)OC1=O,100,-1.3
C=Cn1cc[n+](CC(=O)c2ccc(Cl)cc2)c1,102,0.1
COc1cc(OC)c(NC(=O)c2cc3c(=O)oc4ccc(C)cc4c3s2)cc1Cl,104,0.1
CCOC(=O)c1cnn(C(=O)COc2ccc(C)c3c2CCC3)c1N,106,0.4
CC1CCN(C(=O)c2ccccc2NC(=O)C(C)(C)C)CC1,103,0.6
COc1cc(C(=O)NN2CCN(C)CC2)cc(OC)c1OC,102,0.2
CSc1cccc(NC(=O)C2(S(=O)(=O)c3ccc(C)cc3)CC2)c1,102,0.1
CCn1c(Sc2nc(C)nc3scc(-c4cccs4)c23)n[nH]c1=O,102,-0.1
O=C(Nc1nnc(C(F)(F)F)s1)C(Cc1ccccc1)N1C(=O)C2C3C=CC(C3)C2C1=O (stereo not drawn),104,0.8
Cc1ccc(Nc2nc(-c3c(C)nc4ccccn34)cs2)c(C)c1,102,-0.1
CCN1CCN(C(c2ccc(OC)cc2)C(O)C(=O)c2c[nH]c3ccccc23)CC1 (stereo not drawn),99,-0.7
O=C(Cn1nc2c(cc1=O)CCCC2)Nc1ccccc1C(F)(F)F,106,-0.3
CC(C)(Oc1ccc(Cl)cc1)C(=O)NN,101,0
Cc1ccc(C(=O)n2nc(C)c(S(=O)(=O)N3CCCCCC3)c2C)cc1,111,0.9
O=C(Cn1nc(-c2ccccc2)nc(Cc2ccccc2)c1=O)Nc1ccccc1,102,-1.1
Cc1ccccc1CN1C(=O)C(C)N=C(c2ccccc2)c2ccccc21 (stereo not drawn),107,0.2
CC(C)(C)OC(=O)N1CCC(c2c(C(=O)N3CCN(c4ccccn4)CC3)cnn2-c2ccccc2Cl)CC1,111,1.1
CCC(=O)c1ccc(OC(=O)N(C)c2ccccc2)cc1,101,0.3
CCCCSc1nc2c(c(C(F)(F)F)c1C#N)CCC2,101,0.2
CN1CCN(c2nc(-c3ccccc3)cc(-c3ccc(Br)cc3)n2)CC1,103,1.1
O=C(CCNS(=O)(=O)c1cccc2nonc12)Nc1ccc(F)cc1,108,1.1
CCOC(=O)c1cc(-c2ccc(C)cc2)n(CC(=O)Nc2ccc(OC)cc2OC)c1C,105,0.2
COc1nc(Nc2ccc(Cl)cc2)nc(NC2CCCCC2)n1,103,1.1

# The results go on:
SMILES,PV pol inh,PV pol inh FP z-score
O=c1cccccc1NC1CCCCC1,100,-0.1
COc1ccc(C2C(C(=O)Nc3ccccc3)=C(C)Nc3c(C(=O)Nc4ccccc4)cnn32)cc1 (stereo not drawn),104,0
COc1ccc(/C=C/C(=O)Nc2c(C(N)=O)oc3ccccc23)cc1OC,103,0.3
Cc1c(O)ccc(C(=O)Cc2ccc(F)cc2)c1O,100,0
O=C(COc1cc(Cl)ccc1Cl)Nc1ccc(Cl)cc1C(=O)c1ccccc1,102,-0.1
CNC(=O)CN(Cc1ccccc1)S(=O)(=O)c1ccccc1,102,0.8
CC(Oc1ccc(Br)cc1)C(=O)N=c1sccn1C (stereo not drawn),101,-0.2
Cc1ccc(S(=O)(=O)c2nnn3c2nc(N2CCC(C)CC2)c2cc(Cl)ccc23)cc1C,100,-1.2
Cc1cc(OCCN)c(C(C)C)cc1Cl,100,-0.5
CNC(=O)c1ncoc1-c1ccc(Cl)cc1,101,-0.5
COCCCNC(=O)c1nn(-c2ccc(C)cc2)c(=O)n(C)c1=O,106,-0.1
CN(Cc1ccccc1)C(=O)COC(=O)c1ccc(-n2cnnn2)cc1,106,0.5
c1ccc(-n2nnnc2-c2cnoc2-c2cccs2)cc1,103,0.3
COc1ccc(-n2nnc(-c3nsc(NC(=O)c4ccc(C)c(C)c4)n3)c2C)cc1Cl,107,0.2
Cc1cc(NC(=O)C(C)Sc2nc(-c3ccccc3)cc(=O)[nH]2)no1 (stereo not drawn),100,-0.8
CCc1ccc(-c2nc3cc(NC(=O)c4ccc(F)cc4)ccc3o2)cc1,109,0.5
O=C(Nc1ccccc1)c1cc([N+](=O)[O-])ccc1Cl,98&99,-0.5&0.1
O=C(Cn1cnc2ccccc2c1=O)NCc1ccccc1,103,0.3
Cc1ccc(NC(=O)C(Cc2ccccc2)n2cccc2)cc1 (stereo not drawn),104,0
O=C(NCc1cccnc1)C1CCN(Cc2cc3ccccc3n2Cc2cccc(Cl)c2)CC1,105,-0.5
O=C(Cn1c(=O)n(Cc2ccc3c(c2)OCO3)c(=O)c2ccc(C(=O)NC3CCCCC3)cc21)NCc1ccco1,103,0.9
Cc1ccc(OCCCCn2nnc3sc4c(c3c2=O)CCCC4)cc1,103,-0.7
CS(=O)(=O)c1cccc(S(=O)(=O)NC2CCCCC2)c1,104,0.7
O=C(CCc1nc2cc(C(F)(F)F)ccc2n(Cc2ccccc2)c1=O)NCc1ccco1,109,1
c1ccc2cc(CNCCc3ccc4c(c3)OCO4)ccc2c1,98,-0.6
O=C1CCCN=C(N(C(=O)c2ccco2)c2ccc(F)cc2F)S1,101,-0.2
